NPR1 activator = GC-A (human) enzyme activation; activation, % at 10 µM; 370,000 tested, 0.14% active; P16066; HEK293 GC-A cells, cGMP TR-FRET, EC30 ANP; 0% at EC30 ANP, 100% saturating ANP; in the data active = activation above about 40%
Tn6 DDE FP = inhibitors of Tn6 peptide binding to human fibrin DD(E); AID 720509; Fibrin DD(E) TRITC-Tn6 fluorescence polarization displacement; 370,000 tested, 0.21% active; inhibition, % at 8.3 µM;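 active = inhibition above a per-campaign cutoff: mean of compounds within control limits plus 3 SD, cut at about 15% in these data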;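 also: 0% = median of all compound wells on the plate and 100% = blocking peptide control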
ASAP1 inh = inhibitors of human ASAP1 ArfGAP activity; Q9ULH1; 360,000 tested, 0.19% active; inhibition, % at 16.5 µM; ASAP1-stimulated ARF1 GTP hydrolysis, GDP FP detection; AID 624377; in the data active = inhibition above about 25%;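 also: 0% = vehicle with enzyme and substrate and 100% = no enzyme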
Target sequence (Q9ULH1 325-724 limits assumed): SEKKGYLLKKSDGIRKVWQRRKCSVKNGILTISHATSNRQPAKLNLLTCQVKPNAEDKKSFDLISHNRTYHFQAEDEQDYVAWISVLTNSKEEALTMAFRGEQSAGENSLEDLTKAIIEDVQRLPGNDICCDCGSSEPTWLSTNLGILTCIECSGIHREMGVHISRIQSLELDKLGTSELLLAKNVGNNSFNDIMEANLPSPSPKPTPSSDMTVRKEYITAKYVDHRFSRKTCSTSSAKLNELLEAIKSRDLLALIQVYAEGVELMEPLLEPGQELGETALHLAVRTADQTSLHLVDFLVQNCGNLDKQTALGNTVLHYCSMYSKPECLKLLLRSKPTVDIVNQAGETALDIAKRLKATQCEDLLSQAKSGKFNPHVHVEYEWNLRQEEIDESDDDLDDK
rCAG RNA binder = binds r(CAG) RNA repeats; 370,000 tested, 1.3% active; r(CAG) RNA repeat, TO-PRO-1 dye displacement fluorescence; AID 651821; inhibition, % at 3 µM;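 active = inhibition above the plate cutoff, the mean of all test compounds on that plate plus 3 SD, cut at about 35% in these data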;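 also: 0% = DMSO alone and 100% = 100 µM mitoxantrone as full dye displacement; higher means more dye released from RNA so lower well fluorescence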
ARFGAP1 inh = inhibitors of rat ARFGAP1 | AID 651572 | Q62848 | inhibition, % at 16.5 µM | Arfgap1-stimulated ARF1 GTP hydrolysis, GDP FP detection | 360,000 tested, 0.26% active;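 active = inhibition above a per-plate limit, mean inhibition of low control wells plus 3 SD, cut at about 25% in these data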;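 also: 0% = DMSO wells with enzyme and 100% = wells lacking Arfgap1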
Target sequence (Q62848 1-136 limits assumed): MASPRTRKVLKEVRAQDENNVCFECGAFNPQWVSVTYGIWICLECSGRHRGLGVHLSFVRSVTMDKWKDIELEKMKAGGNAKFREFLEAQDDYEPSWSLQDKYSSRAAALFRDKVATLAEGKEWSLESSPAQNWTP
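Replicates: Single well per compound | Assay system: Truncated rat Arfgap1 GAP domain | Control set: No-Arfgap1 wells (100%) versus DMSO full-reaction wells (0%) | Times: Enzyme reaction 120 min at 25 °C after 20 min preincubation | Reagent: Human ARF1(Δ1-17)-GTP substrate | Measured by: Tracer-displacement fluorescence polarization with EDTA stop, 620/688 nm | Measure: Percent inhibition of Arfgap1-stimulated GTP hydrolysis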
proKLK7 act = proKLK7 (human) activation, primary screen | AID 652039 | P49862 | purified proKLK7, EDANS-DABCYL substrate fluorescence; 100% is mature enzyme control, 0% vehicle | 370,000 tested, 0.9% active | activation, % at 7 µM;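 active = activation above the mean of all tested compounds plus 3 SD, computed per campaign excluding outliers beyond control limits, cut at about 13% in these data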
HGIII-sPLA2 inh = Blocks human group III sPLA2 activity. Q9NZ20. QFRET BODIPY PC-A2 liposome hydrolysis, fluorescence. inhibition, % at 12.2 µM. 370,000 tested, 0.56% active;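 active = inhibition above mean plus 3 SD of compounds lying within the high and low control bounds, cut at about 19% in these data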;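 also: 0% = median of test compound wells and 100% = no enzyme DMSO wells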
Target sequence (Q9NZ20 whole entry, looked up): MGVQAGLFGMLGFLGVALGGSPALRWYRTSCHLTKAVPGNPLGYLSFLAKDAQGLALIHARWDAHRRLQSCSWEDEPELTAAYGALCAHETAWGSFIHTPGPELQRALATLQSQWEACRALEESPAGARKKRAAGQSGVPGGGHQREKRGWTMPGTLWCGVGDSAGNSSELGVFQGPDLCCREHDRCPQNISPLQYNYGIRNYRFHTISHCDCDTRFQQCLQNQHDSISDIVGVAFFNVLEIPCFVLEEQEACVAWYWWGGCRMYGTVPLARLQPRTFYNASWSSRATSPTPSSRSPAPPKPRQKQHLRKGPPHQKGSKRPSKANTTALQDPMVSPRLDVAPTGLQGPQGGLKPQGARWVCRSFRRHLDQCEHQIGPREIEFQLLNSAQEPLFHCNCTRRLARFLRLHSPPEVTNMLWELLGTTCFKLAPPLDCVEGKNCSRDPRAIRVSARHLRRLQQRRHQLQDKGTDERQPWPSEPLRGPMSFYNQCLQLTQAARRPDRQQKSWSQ
GC-B act = GC-B (human) receptor activation; 370,000 tested, 0.11% active; activation, % at 10 µM; HEK293-GC-B cells, CNP EC30, cGMP TR-FRET; 0% at EC30 CNP, 100% saturating CNP;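 active = activation at 10 µM reaching about 35% in either raw or pattern-adjusted values, limit read from the data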
ADAM10 inh = inhibitors of human ADAM10 | O14672 | recombinant ADAM10, EDANS/DABCYL FRET peptide cleavage, 3 h | inhibition, % at 7 µM | 370,000 tested, 0.62% active | AID 720582;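 active = inhibition above a per-campaign cutoff equal to the mean of compounds falling between control-based bounds plus 3 SD, cut at about 20% in these data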;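 also: 0% = DMSO wells while the 100% control is not disclosed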
FXN GAA850 act = frataxin GAA850 promoter activation; HEK293 lucGAA850 FXN promoter luciferase reporter, 24 h; percent of 10 µM SAHA response; activation, % at 6 µM; 360,000 tested, 0.56% active;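 active = activation above the average of all compounds screened plus 3 SD, cutoff fixed separately per campaign, cut at about 7.5% in these data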;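 also: 0% = DMSO wells and 100% = 10 µM SAHA wells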
An asterisk follows results filed as active; i = inactive; nt = not tested or not shown. Rows are unselected. Share with any hit: about 4.5%.

SMILES	NPR1 activator	Tn6 DDE FP	ASAP1 inh	rCAG RNA binder	ARFGAP1 inh	proKLK7 act	HGIII-sPLA2 inh	GC-B act	ADAM10 inh	FXN GAA850 act
O=S1(=O)CCOCCCN1Cc1cccc(F)c1	5	-2	-14	4	-3	0.0	4	5	7	1.2
O=C(NC(NNc1ccc([N+](=O)[O-])cc1)(C(F)(F)F)C(F)(F)F)c1ccccc1Cl	-3	1	7	3	-7	0.4	2	0	10	-5.5
Cc1cc(NS(=O)(=O)c2ccccc2)ccc1NS(=O)(=O)c1ccccc1	3	-8	-9	7	13	0.5	-12	-1	-11	-0.2
Cc1ccc(C(=O)O/N=C(\N)c2ccccn2)c(Cl)c1	1	3	-10	-3	-4	-0.1	0	1	-10	-12
CC(C)/C=N/NC(=O)c1cc(Br)ccc1O	2	-4	1	7	12	0.3	2	4	-46	2.4
Cc1cccc(C(C)C)c1NC(=O)COC(=O)C1CC(=O)N(Cc2ccccc2)C1 (configuration not stated)	3	10	-10	-6	-13	0.0	-7	-5	-4	0.2
Cc1ccc(/C=N\NC(=O)Cc2noc3ccccc23)cc1	5	3	3	-1	-1	0.0	-9	-2	-10	1.9
CCC[C@H]1[C@@H](OC(=O)NC2CCC2)CC[C@@]23CCCN2C(=O)CCC[C@@H]13	-11	7	nt	nt	nt	nt	2	-10	-4	nt
CCS(=O)(=O)Nc1cccc(C2=NN(C(=O)c3ccco3)C(c3ccco3)C2)c1 (configuration not stated)	-18	1	7	15	0	-1.6	-10	-9	4	-2.8
Cc1c(NC(=O)/C(C#N)=C\c2cccs2)c(=O)n(-c2ccccc2)n1C	-3	2	8	2	4	-0.7	4	-6	4	2.6
O=C(CCNS(=O)(=O)c1cccs1)NCc1ccco1	-3	3	-5	6	-2	0.0	-3	6	-1	0.3
C[C@@H]1CN([C@H](C)CO)C(=O)c2c(c3ccccc3n2C)-c2ccccc2CO[C@@H]1CN(C)C(=O)Nc1ccc2c(c1)OCO2	2	-4	4	7	12	0.5	-30	3	22*	-7.2
CCCN(CCC)CCCNC(=O)Cn1cnc2sc(C)c(S(=O)(=O)N3CCC(C)CC3)c2c1=O	2	2	-16	0	11	0.7	-2	-2	9	1.1
CC1CCN(CC(O)COc2cccc(F)c2)CC1 (configuration not stated)	2	-5	2	0	1	-0.1	1	-5	-6	-0.7
CC1CN(c2nc3ccccc3cc2-c2ccccc2)CC(C)O1 (configuration not stated)	-8	-6	-4	-6	1	-3.2	5	-10	-34	1.8
Cc1ccccc1C(=O)OCC(=O)NCc1ccco1	-3	7	-1	9	4	0.3	-1	3	-7	1.7
COc1ccccc1NC(=O)CN1CCC(n2c(C)nc3cc(F)ccc32)CC1	6	6	-1	-9	-15	-0.8	-15	3	-16	9.1*
Cc1cccc(N2CC(C(=O)Nc3nnc(SCC(=O)Nc4cc(C)on4)s3)CC2=O)c1 (configuration not stated)	-6	-3	2	8	7	-0.7	-5	-8	3	2.0
Cc1cc(C)cc(-n2ncc3c2CCCC3NC(=O)c2csnn2)c1 (configuration not stated)	-6	-2	9	-6	10	-0.1	-7	-1	2	3.0
COCCCNC(=O)CC(NS(=O)(=O)c1ccc(F)cc1)c1ccc(OC)cc1 (configuration not stated)	-1	-4	-8	0	-5	-0.3	-3	4	4	0.9
Cc1cc(C(=O)Nc2ccc3c(c2)OCCO3)co1	-2	-8	11	2	2	-0.7	9	1	5	4.3
S=c1[nH]nc(COc2ccccc2)n1C1CCCCC1	4	0	6	-2	9	0.9	3	-3	5	-1.1
COc1ccc(-c2ccc3sc4ccccc4c(=O)c3c2)cn1	-3	0	-1	7	4	-0.8	8	-8	-7	4.9
CCn1c(C2CCN(Cc3ccccc3)CC2)n[nH]c1=S	-2	4	10	-5	-1	-0.9	10	4	-3	2.0
Cc1ccccc1Cn1cc(COC(=O)NCC(C)C)nn1	2	-5	nt	-1	nt	0.8	2	6	3	nt

Reprinted from the part before: 4 compounds, followed by the next part.
SMILES	NPR1 activator	Tn6 DDE FP	ASAP1 inh	rCAG RNA binder	ARFGAP1 inh	proKLK7 act	HGIII-sPLA2 inh	GC-B act	ADAM10 inh	FXN GAA850 act
S=c1[nH]nc(COc2ccccc2)n1C1CCCCC1	4	0	6	-2	9	0.9	3	-3	5	-1.1
COc1ccc(-c2ccc3sc4ccccc4c(=O)c3c2)cn1	-3	0	-1	7	4	-0.8	8	-8	-7	4.9
CCn1c(C2CCN(Cc3ccccc3)CC2)n[nH]c1=S	-2	4	10	-5	-1	-0.9	10	4	-3	2.0
Cc1ccccc1Cn1cc(COC(=O)NCC(C)C)nn1	2	-5	nt	-1	nt	0.8	2	6	3	nt
O=C(OCc1ccc(Br)cc1)c1cccc(-c2nnc(-c3ccccc3)o2)c1	2	-5	-20	0	-1	0.1	6	-2	0	3.9
CSc1ccccc1NC(=O)CN(C)CC(=O)Nc1ccccc1N1CCOCC1	-14	-9	9	-5	-9	-0.1	-5	-4	-7	-1.2
Cc1cc2nc(C(C)(C)C)c(CC3CCCCC3)n2c(C)c1Br	1	2	0	5	3	-0.1	-1	-4	2	nt
Cc1nc(NCCCO)c(C#N)c2c1COC(C)(C)C2	2	-8	2	-1	10	2.0	4	3	i	0.2
Cc1cc(=O)oc2cc(OCC(=O)N3CC(C)OC(C)C3)ccc12 (configuration not stated)	1	8	-1	-5	-2	0.2	9	0	-69	nt
COc1ccc(CN(C)C(=O)Cc2ccc(OC)c(S(=O)(=O)N3CCOCC3)c2)cc1OC	1	-1	-12	-1	8	-0.3	2	5	5	0.5
C[C@H]1COC(=O)[C@@H](CC(=O)OC(C)(C)C)C/C=C\C[C@@H](CC(=O)N(CCO)Cc2ccccc2)C(=O)N1	-1	-2	-9	-11	0	0.2	5	1	-7	0.3
CCOCCCn1c(=S)[nH]c2cc(C(=O)NCC(OC)OC)ccc2c1=O	3	16*	5	-6	-10	0.1	3	-4	3	0.5
Cc1ccc(CCN2CC(C(=O)NCc3ccco3)CC2=O)cc1 (configuration not stated)	1	-2	4	0	4	0.3	6	11	-4	2.0
CCN(C(=O)Cc1ccc(NC2=NC3CS(=O)(=O)CC3S2)cc1)c1ccccc1 (configuration not stated)	-1	3	2	3	-13	-0.2	0	3	-5	1.1
COc1ccc(CN2CCC(N3CC(C)OC(C)C3)CC2)c(OC)c1 (configuration not stated)	2	-4	-1	-6	5	0.1	0	6	1	-2.1
S=C(NCC1CCCO1)Nc1ccccc1Cl (configuration not stated)	0	-1	-15	3	2	0.2	-4	2	3	0.7
COCCNC(=O)CCn1nc(-c2ccc(C)cc2)c2ccccc2c1=O	-4	-4	-9	-5	6	-0.6	-27	-5	-3	-0.5
CCC(C)[C@H](NC(=O)NCc1ccccc1)C(=O)O (some centres not stated)	5	1	3	-1	-8	0.4	-1	4	-5	-0.7
O=C(CSc1ccccc1C(=O)O)NC12CC3CC(CC(C3)C1)C2	6	-2	-4	-2	4	-0.8	5	-3	-10	2.6
CCOc1ccc2[nH]c3c(N4CCC5(CC4)OCCO5)ncnc3c2c1	2	4	4	-2	3	2.2	1	6	-341	nt
O=C1CCCc2nc(N3CCc4ccccc43)ncc21	4	-11	3	-3	2	-2.8	-2	-11	-11	6.0
COc1ccc(NC(=O)C2(C)Cc3c(-c4ccc(NC(C)=O)cc4)ccnc3O2)cc1 (configuration not stated)	0	-5	-2	0	6	-1.2	7	-5	-15	1.0
CCCCCOc1ccc(CSc2n[nH]c(C)n2)cc1	4	-7	-2	-4	-17	1.0	-20	-1	1	4.2
CC(CCO)Nc1nc2c([nH]1)c(=O)n(C)c(=O)n2C (configuration not stated)	2	-1	-2	-1	11	-0.4	8	3	-1	-0.1
COc1cc(CNCCc2ccccc2F)ccc1OCc1ccc(Cl)nc1	-2	10	1	-1	12	-0.3	-1	-1	0	0.8
CCC(=O)c1ccc(OCc2ccc(C(=O)c3ccccc3)cc2)cc1	4	-3	0	0	4	0.0	-4	1	-2	-0.9
COc1ccc(N(CC(=O)NCCc2ccccc2)C(=O)c2csnn2)cc1	-2	1	-5	7	5	0.0	6	4	0	1.4
CCN(C1CCS(=O)(=O)C1)S(=O)(=O)c1ccc2ccccc2c1 (configuration not stated)	0	2	4	-3	-2	0.0	-5	5	3	2.5
COc1ccc(CN2C(=O)NC3(CCCc4ccccc43)C2=O)cc1F (configuration not stated)	0	-5	1	-3	1	0.4	-5	-3	2	2.1

(continued)
SMILES	NPR1 activator	Tn6 DDE FP	ASAP1 inh	rCAG RNA binder	ARFGAP1 inh	proKLK7 act	HGIII-sPLA2 inh	GC-B act	ADAM10 inh	FXN GAA850 act
COc1ccc(NC(=O)CN(C)CC(=O)Nc2cccc(F)c2)cc1S(=O)(=O)N1CCCCC1	0	7	10	2	6	1.5	4	3	-13	-1.2
CC1=C(C(=O)NC2CCCC(C)C2C)C2(CCCCC2)OC1=O (configuration not stated)	1	-4	-6	-3	8	-0.5	12	-2	-11	-0.9
COc1ccc(NC2CCCN(C(=O)c3c(C)noc3C)C2)cc1 (configuration not stated)	-2	-2	3	-2	-12	-0.2	15	-2	-3	2.6
COc1ccc(NC(=O)c2cc(C(=O)Nc3ccc(OC)cc3OC)cc([N+](=O)[O-])c2)c(OC)c1	6	-5	-6	7	4	-0.6	12	2	-6	0.1
O=C(Nc1ccccc1F)C(c1ccccc1)c1ccccc1	-4	-1	-5	-4	10	0.0	-3	-8	7	-0.8
CCOC(=O)C1=C(CNCCc2ccc(Cl)cc2)NC(=O)NC1c1cccc([N+](=O)[O-])c1 (configuration not stated)	-11	-4	3	2	6	-0.2	1	-6	4	-0.8
Cc1ccc(-n2nnc3c(=O)n(Cc4cccc(C)c4)cnc32)cc1	1	12	-9	2	-8	0.2	-8	1	-4	0.9
Nc1nc2ccccc2n1C(=O)c1ccccc1	1	-2	-14	-2	2	-0.3	3	-1	-5	-1.4
CCN(CC)c1ccc(/C=c2\sc3nc4ccccc4n3c2=O)c(O)c1	0	18*	5	10	1	-43	-8	2	-146	-2.2
O/N=C/c1cc(Br)ccc1OCc1ccccc1F	6	-2	4	6	14	-0.3	-18	-4	21*	3.4
CC(C)c1nnc(NC(=O)Cc2ccc(Br)cc2)s1	0	-3	-11	-3	11	-0.6	-13	2	0	2.2
COc1cc(OC)cc(C(=O)Nc2cccc3ccccc23)c1	-1	-3	-4	6	2	-0.4	-4	3	10	-0.4
CCOC(=O)C(=CNc1ccccc1Cl)C(=O)OCC	1	4	-12	-5	-4	0.4	-1	6	1	0.8
COc1ccccc1CN1CCNC(=O)C1CC(=O)NCc1csc(C)n1 (configuration not stated)	0	2	15	-3	2	0.2	3	-1	-9	-2.2
Cc1ccc2nc(SCc3nnc(-c4ccccc4[N+](=O)[O-])o3)c(C#N)cc2c1	3	-7	-8	1	6	-0.4	1	4	0	-2.3
Cc1ccc(S(=O)(=O)N2CCN(C(C)C(=O)NCC(C)c3ccccc3)CC2)cc1 (configuration not stated)	-3	-5	8	-2	-1	0.5	-2	-3	-3	-11
